mut p53 react = mutant p53 pathway re-activators, primary screen, cell-based, SW480, luciferase, single point, HTS | SW480 PUMA-promoter luciferase, p53 mutant reactivation | activation, % at 9.98 µM | 1.5% of 28,000 active | AID 624151, 2012; in the data active means activation above about 52%
STK33 inh = STK33 kinase inhibitors, primary screen, biochemical, luminescence, ADP-Glo, MBP substrate. inhibition, % at 12.5 µM. Serine/threonine-protein kinase 33 (Homo sapiens), Q9BYT3. 0.44% of 27,000 active; in the data active means inhibition above about 20%
Target sequence (Q9BYT3 whole entry, looked up): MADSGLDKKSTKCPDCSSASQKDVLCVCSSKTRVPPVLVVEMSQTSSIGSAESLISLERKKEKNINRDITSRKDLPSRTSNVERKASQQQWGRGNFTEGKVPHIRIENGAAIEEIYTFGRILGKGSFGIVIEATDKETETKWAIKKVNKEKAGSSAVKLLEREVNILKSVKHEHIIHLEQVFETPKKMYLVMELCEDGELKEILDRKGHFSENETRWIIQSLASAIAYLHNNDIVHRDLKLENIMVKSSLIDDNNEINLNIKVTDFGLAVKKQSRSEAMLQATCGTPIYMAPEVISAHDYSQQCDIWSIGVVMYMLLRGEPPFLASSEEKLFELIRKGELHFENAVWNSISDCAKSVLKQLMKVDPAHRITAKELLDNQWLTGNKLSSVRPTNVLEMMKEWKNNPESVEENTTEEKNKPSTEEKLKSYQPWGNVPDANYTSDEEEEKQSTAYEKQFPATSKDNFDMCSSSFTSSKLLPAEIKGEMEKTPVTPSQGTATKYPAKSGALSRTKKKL
* marks the source's active call; other numbers are inactive results; . = no result given. An excerpt; rates above refer to the full screens.

SMILES	mut p53 react	STK33 inh
Cn1c(CC(=O)Nc2ccc(Cl)c(Cl)c2)n[nH]c1=S	26	-2
CCC(C)(NC(C)=O)C(=O)NC(Cc1c[nH]c2ccccc12)C(=O)NC(CCC(N)=O)C(=O)O (centres undefined)	-5	-2
Cc1nnc(SCc2cc(=O)[nH]c(=S)[nH]2)s1	15	0
Cc1ccc2c(c1)C(O)(CC(=O)c1cccnc1)C(=O)N2 (centres undefined)	-4	8
Cc1[nH]c2ccc(CN3C(=O)c4ccccc4C3=O)cc2c1C	-5	.
CON(C)c1nc(Oc2ccc(=O)[nH]n2)nc(N(C)C)n1	2	4
COc1ccc(NC(=O)Nc2ccc3c(c2)CC(=O)N([C@@H](C)CO)C[C@@H](C)[C@@H](CN(C)C(=O)Nc2ccc(C(F)(F)F)cc2)O3)cc1	.	-7
Cc1ccc(OCC(O)Cn2c(C(C)C)nc3ccccc32)cc1 (centres undefined)	13	2
COc1ccccc1CCNS(=O)(=O)c1ccc(C(=O)O)n1C	-1	.
O=C(C[C@H]1C[C@@H]2c3cc(NS(=O)(=O)c4ccc(F)cc4)ccc3O[C@@H]2[C@@H](CO)O1)N1CCc2ccccc2C1	-49	.
C[C@@H]1CN([C@@H](C)CO)C(=O)c2ccccc2-c2ccccc2CO[C@@H]1CN(C)C(=O)C1CC1	2	.
Cc1nn(CC(O)COc2ccc3c(c2)CCC3)c(C)c1C (centres undefined)	22	12
C[C@H](CO)N1C[C@H](C)[C@H](CN(C)Cc2ccccc2)Oc2ccc(NC(=O)Cc3ccccc3)cc2CC1=O	.	-6
C[C@@H]1CCCCO[C@H](CN(C)Cc2ccncc2)[C@@H](C)CN([C@H](C)CO)C(=O)c2cc(NC(=O)Nc3cccc4ccccc34)ccc2O1	-5	3
C[C@H]1CN([C@@H](C)CO)C(=O)Cc2cc(NC(=O)Nc3cccc4ccccc34)ccc2O[C@H]1CN(C)S(=O)(=O)c1cccs1	.	2
C[C@H](CO)N1C[C@H](C)[C@@H](CN(C)S(=O)(=O)c2cn(C)cn2)Oc2ncc(/C=C/c3ccccc3)cc2C1=O	-9	.
COc1cc2c(CCNC(C)=O)c[nH]c2cc1Cl	11	.
CN(C)c1cc(O)c(C(=S)Nc2ccccc2)c(N(C)C)c1	.	6
Cc1ccccc1-c1nc(SCC(=O)Nc2ccc(Br)c(Cl)c2)n[nH]1	0	0
C[C@H](CO)N1C[C@H](C)[C@H](CN(C)C(=O)Cc2ccccc2)OCc2cn(nn2)CCCC1=O	3	3
CC(=Nc1ccccc1C(F)(F)F)c1cccs1	.	-1
CC(C)NC(=O)N(C)C[C@@H]1OCCCC[C@H](C)Oc2ccc(NC(=O)Nc3ccccc3)cc2C(=O)N([C@H](C)CO)C[C@@H]1C	2	.
CC1CCc2c(sc3ncnc(SCC(=O)NCC4CCCO4)c23)C1 (centres undefined)	14	-1
O=C(O)CC(CCc1ccccc1)OC1OC(CO)C(O)C(O)C1O (centres undefined)	1	1
O=c1c(Cl)c(NCc2ccco2)cnn1-c1ccccc1	.	-1
Continuation:
SMILES	mut p53 react	STK33 inh
CCn1c(SCC(=O)Nc2ccc(F)c(Cl)c2)nnc1-c1cccc(C)c1	-3	5
Cc1ccc(S(=O)(=O)N(C)C[C@@H]2OCc3cnnn3CCCC(=O)N([C@H](C)CO)C[C@H]2C)cc1	.	0
C[C@@H]1CN([C@@H](C)CO)C(=O)c2cccc(NC(=O)c3nc4ccccc4s3)c2O[C@H]1CN(C)CC1CC1	-3	.
C[C@@H]1CN([C@@H](C)CO)C(=O)c2cc(NC(=O)c3ccncc3)ccc2O[C@@H](C)CCCCO[C@@H]1CN(C)C(=O)CCCN(C)C	4	.
C[C@H](CO)N1C[C@H](C)[C@@H](CN(C)S(=O)(=O)c2cccs2)Oc2c(NS(C)(=O)=O)cccc2C1=O	12	.
C[C@H]1CN([C@@H](C)CO)C(=O)c2cc(NS(=O)(=O)c3ccccc3)ccc2O[C@H]1CN(C)C(=O)NC1CCCCC1	-1	4
COc1ccc(NC(=O)CSc2nnc(N)n2-c2ccccc2)cc1	2	-1
COc1ccc(CN(C)C[C@H]2Oc3c(NC(=O)c4cnccn4)cccc3C(=O)N([C@H](C)CO)C[C@@H]2C)cc1	15	.
CN1C(=O)C(O)(CC(=O)c2ccco2)c2cc([N+](=O)[O-])ccc21 (centres undefined)	-9	1
CC1OC(Oc2cc(O)c3c(=O)cc(-c4ccc(O)cc4)oc3c2C2OC(CO)C(O)C(O)C2O)C(O)C(O)C1O (centres undefined)	-11	-1
CC(C)NC(=O)Nc1ccc2c(c1)C(=O)N([C@H](C)CO)C[C@H](C)[C@@H](CN(C)Cc1ccc(C(F)(F)F)cc1)OCCCC[C@@H](C)O2	.	-9
C[C@@H]1CCCCO[C@H](CN(C)C(=O)Cc2ccccc2)[C@@H](C)CN([C@H](C)CO)C(=O)c2cc(NS(=O)(=O)c3ccc(F)cc3)ccc2O1	.	-1
CCC(=O)N(Cc1cc2ccccc2[nH]c1=O)c1cccc(C)c1	17	0
COc1ccc(-c2noc(CSc3nc4sc(C)c(C)c4c(=O)n3-c3ccccc3)n2)cc1OC	6	4
O=C(CN(C1CCCCC1)S(=O)(=O)c1ccc(Cl)cc1)Nc1ccc(F)cc1F	-6	1
CCCCC/C=C\C/C=C\C/C=C\C/C=C\CCCC(=O)O	-15	-6
COc1cc(NC(=O)COc2cccc(C)c2C)ccc1NC(=O)c1ccccc1Cl	7	4
C[C@H](CO)N1C[C@H](C)[C@H](CN(C)S(=O)(=O)c2cn(C)cn2)Oc2ccc(NC(=O)Nc3ccc4c(c3)OCO4)cc2C1=O	2	.
CC(C)CC#Cc1cnc2c(c1)C(=O)N([C@H](C)CO)C[C@H](C)[C@@H](CN(C)Cc1ccc(C(=O)O)cc1)O2	-1	.
C[C@H](CO)N1C[C@H](C)[C@H](CN(C)Cc2ccc3c(c2)OCO3)Oc2cc(C#CCN(C)C)ccc2S1(=O)=O	-2	.
C[C@@H]1CN([C@H](C)CO)S(=O)(=O)c2ccc(C3=CCCC3)cc2O[C@H]1CN(C)Cc1cccnc1	-32	.
O=C(O)CC1C(=O)N(c2ccccc2)C(=S)N1c1ccccc1 (centres undefined)	-4	.
O=C(CCCN1C(=O)c2ccccc2C1=O)Nc1cccc2c1CCCC2	-8	-1
COC(=O)C1=NN(C(C)(C)CC(C)=O)C2C(=O)N(C3CCCCC3)C(=O)C12 (centres undefined)	3	1
CC(C)CC#Cc1ccc2c(c1)O[C@@H](CN(C)C(=O)Nc1ccccc1)[C@@H](C)CN([C@@H](C)CO)S2(=O)=O	-6	.
(further entries)
SMILES	mut p53 react	STK33 inh
CCc1c(C#N)c(SCC(=O)c2c(C)[nH]c3ccccc23)nc2c1C(=O)CC(C)(C)C2	20	-4
C[C@@H]1CN([C@H](C)CO)C(=O)Cc2cc(NC(=O)c3ccncc3)ccc2O[C@@H]1CN(C)S(=O)(=O)c1cn(C)cn1	.	3
C[C@@H]1C[C@H]2OCC3=CCC[C@H]([C@]1(CC(O)c1ccoc1)C(=O)O)[C@]32CO (some centres undefined)	.	0
C[C@@H]1CN([C@H](C)CO)C(=O)Cc2cc(NC(=O)Cc3cn(C)c4ccccc34)ccc2O[C@@H]1CN(C)S(C)(=O)=O	.	-1
COc1ccc(CN(C)C[C@H]2Oc3ccc(NC(=O)NC4CCCCC4)cc3C(=O)N([C@H](C)CO)C[C@@H]2C)cc1	-1	.
C[C@@H]1CCCCO[C@H](CN(C)S(=O)(=O)c2ccc(F)cc2)[C@@H](C)CN([C@H](C)CO)C(=O)c2cc(NC(=O)Nc3ccc(C(F)(F)F)cc3)ccc2O1	.	-1
COC(=O)c1ccccc1NC(=S)NC(=O)COc1ccc(C)cc1	15	6
COc1cccc(NC(N)=O)c1	.	-1
CC(C)(C)c1ccc(OCC(=O)NCCN2CCOCC2)cc1	11	0
CNC[C@H]1OCCCC[C@@H](C)Oc2ccc(NS(=O)(=O)c3cccs3)cc2C(=O)N([C@H](C)CO)C[C@H]1C	4	.
CCCC#Cc1ccc2c(c1)O[C@H](CN(C)C(=O)c1ccccn1)[C@@H](C)CN([C@@H](C)CO)S2(=O)=O	-11	.
CN(C)CC(=O)Nc1ccc2c(c1)[C@H]1C[C@@H](CC(=O)NCc3ccncc3)O[C@H](CO)[C@H]1O2	-2	.
CNC[C@H]1Oc2ccc(NS(=O)(=O)c3ccc(F)cc3)cc2CC(=O)N([C@@H](C)CO)C[C@H]1C	.	-3
CCCCC/C=C\C/C=C\C(O)CCCCCCC(=O)O (centres undefined)	-23	-3
CN(CC(=O)Nc1ccc(Oc2ccccc2)cc1)S(=O)(=O)c1ccc(F)cc1	-13	0
C[C@@H]1CN([C@H](C)CO)C(=O)c2cc(N(C)C)ccc2O[C@@H]1CN(C)C(=O)Nc1ccc(F)cc1	-2	.
CC(C)NC(=O)Nc1ccc2c(c1)C(=O)N([C@@H](C)CO)C[C@H](C)[C@@H](CN(C)S(=O)(=O)c1ccccc1)OCCCC[C@H](C)O2	-4	.
N#CC(C#N)=C(N)/C(C#N)=C/c1ccc2[nH]ccc2c1	.	-3
CC(CCC1(C)C(C)CCC2(CO)C(CO)=CCCC21)CC(=O)O (centres undefined)	9	4
C[C@H](CO)N1C[C@H](C)[C@H](CN(C)C(=O)Nc2ccccc2)Oc2c(NS(C)(=O)=O)cccc2C1=O	-4	.
CN(C)c1ccc(NC(=O)CSc2nnc(-c3cnccn3)n2C)cc1	0	1
C[C@@H]1CCCCO[C@H](CN(C)C(=O)Nc2ccc(C(F)(F)F)cc2)[C@@H](C)CN([C@H](C)CO)C(=O)c2cc(NS(=O)(=O)c3cccs3)ccc2O1	.	2
Cc1ccnc(NC(c2ccc([N+](=O)[O-])cc2)c2ccc3ccc(C)nc3c2O)c1 (centres undefined)	-45	5
CC(C)NC(=O)N(C)C[C@H]1OCCCC[C@H](C)Oc2ccc(N(C)C)cc2C(=O)N([C@@H](C)CO)C[C@H]1C	5	.
COc1ccc(NC(=O)CN2CCOCC2)c([N+](=O)[O-])c1	5	2
The list goes on:
SMILES	mut p53 react	STK33 inh
C[C@@H]1CCCCO[C@H](CN(C)CC2CC2)[C@@H](C)CN([C@H](C)CO)C(=O)c2cc(NC(=O)CCC(F)(F)F)ccc2O1	8	0
COc1cc2oc(=O)ccc2cc1CC(O)C(C)(C)O (centres undefined)	2	-1
CC(C)(C)OC(=O)CC[C@]12N=C(c3ccc(OCCCO)cc3)O[C@H]1c1ccccc1CN(C(=O)c1ccccc1)C2=O	.	4
C[C@H](CO)N1C[C@H](C)[C@H](CN(C)CC2CCCCC2)OCc2cnnn2CCCC1=O	.	-6
Cc1c(Cl)cccc1N(CC(=O)Nc1ccc(I)cc1)S(C)(=O)=O	8	-2
C[C@@H]1CN([C@H](C)CO)C(=O)Cc2cc(NC(=O)CCCN(C)C)ccc2O[C@@H]1CN(C)CC1CCCCC1	.	4
C[C@H]1CN([C@@H](C)CO)C(=O)c2cc(C#Cc3ccccc3)cnc2O[C@@H]1CN(C)C(=O)CN(C)C	-3	.
Cc1noc(C)c1S(=O)(=O)Nc1ccc2c(c1)CC(=O)N([C@@H](C)CO)C[C@H](C)[C@H](CN(C)CC1CCCCC1)O2	5	1
CCOC(=O)c1cnc2c(C(=O)OC)cccc2c1NCc1ccco1	5	-1
CC(=O)[C@@]1(O)CC[C@H]2[C@@H]3C[C@H](C)C4=CC(=O)C=C[C@]4(C)[C@@]3(F)[C@@H](O)C[C@@]21C	0	7
Cc1cc(C)c(C2C(C#N)=C(N)Oc3n[nH]c(C)c32)cc1CN1CCOCC1 (centres undefined)	-4	3
COc1ccccc1NC(=O)CN(c1ccc(F)cc1)S(C)(=O)=O	-11	0
Cc1cccc(S(=O)(=O)N(C)C[C@H]2OCc3cn(nn3)CCCC(=O)N([C@@H](C)CO)C[C@@H]2C)c1	.	2
Cc1ccc(Cl)cc1NC(=O)CCCN1C(=O)c2ccccc2C1=O	12	0
C[C@@H]1CCCCO[C@@H](CN(C)C(=O)C2CCCCC2)[C@@H](C)CN([C@@H](C)CO)C(=O)c2cc(NS(C)(=O)=O)ccc2O1	-6	.
COc1ccccc1CN(C)C[C@@H]1OCc2cnnn2CCCC(=O)N([C@@H](C)CO)C[C@@H]1C	9	-3
COc1cccc(-c2cnc3c(c2)C(=O)N([C@H](C)CO)C[C@@H](C)[C@@H](CN(C)Cc2ccc(C(=O)O)cc2)O3)c1	0	.

High-throughput results: PubChem, Broad Institute
